Assay outcomes from PubChem.
PI5P4Ka inh = inhibitors of human PI5P4K alpha; P48426; PI5P4Kalpha enzyme, ADP-Glo luminescence, 60 min; hits give low values; max response, %; 330,000 tested, 1.2% active; AID 652105; active = max response of -50% or lower; inconclusive = between -30% and -50%; inactive = -30% or higher; note: value at the top dose of about 77 µM; % is set by controls: 0 for no effect and ±100 for the full control effect
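Single end-point luminescence (ADP-Glo) quantified ADP from PI5P4Kalpha turnover; ATP 5 microM final, 1 h at RT, 0.1% CHAPS and 0.28 mM EGTA in HEPES pH 7.4.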
EPAC1 antagonist = EPAC1 (human) antagonism; O95398; EPAC1 GEF assay, Rap1b-BODIPY-GDP exchange fluorescence; Potency, µM (highest dose often 115 µM), for the others: at the top dose activity change, negative = inhibition, usual class: inhibitors; 360,000 tested, 0.14% active;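 note: potency is the fitted concentration of half-maximal effect; plate controls were vehicle for no effect and positive control for full effect; nearly all actives have a fitted effect of over 50% in size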
PLK1 PBD inh = PLK1 (human) polo-box domain binding inhibition | AID 720504 | Plk1 PBD binding of FITC phosphopeptide, fluorescence polarization | Potency, µM, for the others: max response, negative = inhibition, usual class: inhibitors | 360,000 tested, 2.8% active; note: potency is the fitted concentration of half-maximal effect; series mostly up to about 57 µM; % is set by controls: 0 for no effect and ±100 for the full control effect; nearly all actives have a fitted effect of over 65% in size
IL-2 act = IL-2 activation | IL-2 activation reporter assay, cell-based qHTS; stimulated with anti-CD3/CD4/CD28 beads; in transgenic mouse T cells | activation, % (series mostly up to about 46 µM) | 360,000 tested, 0.065% active | AID 652025; in the data active = activation above about 50%; inconclusive = mostly about 30% to 49%; note: 0% is about no effect
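Unstimulated transgenic mouse T cells preincubated 60 min with compound, then stimulated with anti-CD3/anti-CD4-coated beads plus anti-CD28 for 18 h at 37 degrees C. IL-2 response read as EGFP and DsRed fluorescence by plate cytometry.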
EPAC1 agonist = activates human EPAC1 exchange factor; EPAC1 agonist qHTS, biochemical assay; response scale: 100% = response to 6.5 mM cAMP; Potency, µM (doses to about 154 µM), for the others: top-dose activation, usual class: activators; 360,000 tested, 0.073% active; AID 720707; note: potency is the fitted concentration of half-maximal effect; nearly all actives have a fitted effect of over 60% in size
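Nucleotide exchange by EPAC1 (100 nM) on Rap1B–BODIPY-GDP (250 nM) in the presence of 50 uM GDP is tracked fluorescently at 480/540 nm over 30 min. Signals are normalized to a 6.5 mM cAMP control.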
CCT chaperon mod = modulators of cytosolic chaperonin (CCT/TRiC) activity. purified chaperonin ATPase assay, HTRF ADP detection, 30 min. activity change, % (test concentration not listed), hits read low. 360,000 tested, 0.3% active. AID 651819; in the data active = activity change below about -30%; note: % is set by controls: 0 for no effect and ±100 for the full control effect
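We incubate TRiC, 40 or 20 nM final, with library compounds at 76 uM and 10 uM ATP for 30 min at 37 °C. ADP formed is detected with Transcreener HTRF reagents after 30 min at room temperature.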
WRN helicase inh = WRN helicase (human) inhibition. Q14191. WRN helicase unwinding, fluorescent forked duplex, kinetic. Potency, µM (highest dose often 114 µM), inactives show at the top dose activity change, negative = inhibition, usual class: inhibitors. 360,000 tested, 0.46% active. AID 651768; note: potency is the fitted concentration of half-maximal effect; % is set by controls: 0 for no effect and ±100 for the full control effect; nearly all actives have a fitted effect of over 55% in size
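Screening of the MLSMR collection measured strand separation of a quenched forked DNA duplex (100 nM) by 20 nM WRN with 2 mM ATP, all final. Compounds were preincubated with enzyme 15 min at room temperature.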
EPAC2 ag = agonists of human EPAC2 (RAPGEF4); Q8WZA2; AID 720711; EPAC2 activation, biochemical qHTS; response scale: 100% = 6.5 mM cAMP response; 360,000 tested, 0.079% active; Potency, µM (top dose mostly 154 µM), inactives show at the highest dose activation, hits mostly activators; note: potency is the fitted concentration of half-maximal effect; nearly all actives have a fitted effect of over 50% in size
Target sequence (Q8WZA2 whole entry, looked up): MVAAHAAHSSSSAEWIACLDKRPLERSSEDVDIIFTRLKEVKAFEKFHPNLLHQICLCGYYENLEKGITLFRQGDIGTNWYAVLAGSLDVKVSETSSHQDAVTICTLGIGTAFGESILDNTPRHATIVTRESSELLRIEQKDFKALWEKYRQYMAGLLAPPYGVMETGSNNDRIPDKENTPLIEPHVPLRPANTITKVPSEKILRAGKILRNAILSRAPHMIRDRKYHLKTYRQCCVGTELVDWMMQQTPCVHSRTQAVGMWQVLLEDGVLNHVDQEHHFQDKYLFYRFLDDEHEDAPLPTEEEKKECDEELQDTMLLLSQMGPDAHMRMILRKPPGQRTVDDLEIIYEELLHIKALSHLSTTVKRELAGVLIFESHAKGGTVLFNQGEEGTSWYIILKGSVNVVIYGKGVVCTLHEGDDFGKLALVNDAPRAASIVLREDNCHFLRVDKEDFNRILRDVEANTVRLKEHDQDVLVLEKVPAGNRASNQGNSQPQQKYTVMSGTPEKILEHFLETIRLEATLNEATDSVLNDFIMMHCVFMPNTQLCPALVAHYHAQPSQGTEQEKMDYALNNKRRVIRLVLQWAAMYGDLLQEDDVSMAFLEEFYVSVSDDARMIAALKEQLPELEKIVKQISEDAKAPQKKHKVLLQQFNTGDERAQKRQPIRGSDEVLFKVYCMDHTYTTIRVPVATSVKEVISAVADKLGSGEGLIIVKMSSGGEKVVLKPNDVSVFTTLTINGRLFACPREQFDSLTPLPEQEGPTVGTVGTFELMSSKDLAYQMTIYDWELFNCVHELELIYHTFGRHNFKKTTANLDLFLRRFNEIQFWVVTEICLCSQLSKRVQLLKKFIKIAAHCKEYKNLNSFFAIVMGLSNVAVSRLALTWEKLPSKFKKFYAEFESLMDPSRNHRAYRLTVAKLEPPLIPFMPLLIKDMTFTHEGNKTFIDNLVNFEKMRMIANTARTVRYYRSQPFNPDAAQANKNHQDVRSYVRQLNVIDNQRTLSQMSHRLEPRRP
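Compounds were titrated in qHTS against a Rap1B-BODIPY-GDP (250 nM) complex with EPAC2 (100 nM) and GDP (50 uM). BODIPY-GDP release tracked at 480/540 nm over 30 min at room temperature, normalized to 6.5 mM cAMP.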
Numbers without * were called inactive; ? = inconclusive; nt = not tested or not shown; [ ] = dose if it differs, or a comment. Unless noted, calls come from the whole dose curve; as a rule, active = well fitted curve in the direction sought with a large enough effect; inconclusive = small, poorly fitted or top-dose-only effect, or another doubt; inactive = no such curve, though single readings can be large; an effect the other way counts as inactive or inconclusive. Not all compounds are listed. The share of hits here may be higher or lower than overall.

SMILES	PI5P4Ka inh	EPAC1 antagonist	PLK1 PBD inh	IL-2 act	EPAC1 agonist	CCT chaperon mod	WRN helicase inh	EPAC2 ag
CCOC(=O)CNC(=O)N1CCCC(C(=O)c2cccc(Cl)c2)C1 (stereo unspecified)	2	-19%	-10%	0.8	3%	-2.6	6%	10%
CCC(O)(CC)C(=O)NN(C(=O)Nc1csc2c1CCCC2)c1ccccc1	-11	5%	-7%	0.1	-2%	-1.0	-35%	-1%
O=C(O)C1C2C=CC(O2)C1C(=O)Nc1ccc(S(=O)(=O)N2CCc3ccccc32)cc1 (stereo unspecified)	nt	6%	-12%	1.6	1%	0.3	-10%	0%
Cc1ccc(C(=O)C(C)OC(=O)CCN=C2NS(=O)(=O)c3ccccc32)cc1 (stereo unspecified)	-2	8%	2%	-3.2	-10%	-1.7	-2%	-3%
COc1ccc2oc(=O)c(C(=O)N3CCCC3)cc2c1	-3	5%	2%	-1.3	4%	-1.7	2%	0%
COC(=O)C1=COC(OC2OC(CO)C(O)C(O)C2O)C2C1C=CC2(O)CO (stereo unspecified)	-25	-3%	-20%	1.1	-26%	0.5	-23%	1%
CC1Sc2ccc(S(=O)(=O)NCCc3ccc(S(N)(=O)=O)cc3)cc2NC1=O (stereo unspecified)	-17	-2%	-7%	-2.6	-9%	0.9	-4%	5%
N=c1sccn1CC(=O)Nc1ccc2c(c1)CCC2	-1	6%	-4%	-0.1	1%	0.2	3%	5%
COc1cc(NC(=O)COc2ccc(-n3cnnn3)cc2)cc(OC)c1OC	-8	-13%	-8%	-0.3	14%	-2.1	-27%	9%
O=C(/C(=C/c1ccccc1)c1ccccc1)N1CCCCC1	-7	-8%	-10%	0.7	7%	-2.0	0%	6%
CCS(=O)(=O)N1CCN(S(=O)(=O)c2ccc(F)cc2)CC1	0	1%	-19%	2.5	2%	-3.7	3%	9%
CCOc1ccc(N2C(=O)c3cccnc3C2=O)cc1	nt	8%	-6%	-2.2	9%	-2.3	3%	-1%
Cc1ccc(N2C(=O)N(CC(=O)NC(N)=O)C(=O)C2C)cc1 (stereo unspecified)	9	-11%	-6%	-0.2	-6%	1.5	8%	0%
CCOCCCN1CC(C(=O)NCCc2ccc(C)cc2)CC1=O (stereo unspecified)	2	1%	-1%	-0.2	-3%	-4.7	9%	0%
O=C(OCC(=O)N1CCc2ccccc21)c1cccnc1	-8	5%	-2%	-1.1	-8%	0.1	-1%	-6%
Cc1ccc(N2CC(C(=O)Nc3nnc(SCC(=O)Nc4nc(C)cs4)s3)CC2=O)cc1 (stereo unspecified)	-18	-7%	-12%	-0.4	4%	-0.3	-2%	-11%
CN1CCC(N(C)C(=O)/C(C#N)=C/c2ccccc2)CC1	-8	4%	0%	-0.9	10%	-2.6	-2%	2%
Cc1c(C)c2ccc(OS(C)(=O)=O)c(C)c2oc1=O	-1	1%	-8%	8.2	13%	-1.8	5%	8%
CCOc1ccc(NC(=S)N2CCC(NC(=O)c3ccco3)CC2)cc1	0	-1%	3%	0.8	-4%	0.2	2%[57.1 µM]	3%
Cc1ccc2nc(-c3ccc(Br)o3)oc(=O)c2c1	nt	-4%	-5%	2.6	-9%	-0.4	-1%	5%
CCOCCCNC(=S)Nc1ccc(S(N)(=O)=O)cc1	-3	-5%	4%	-2.7	-6%	1.8	4%	5%
CN(C)c1c2ccccc2nc2c(F)c(F)c(F)c(F)c12	2	4%	6%	-0.6	14%	-0.2	-10%	5%
CN1CCN(c2nc(-c3ccccc3)ncc2S(=O)(=O)c2ccccc2)CC1	11	-30%	-3%	-3.8	7%	-2.6	10%	15%
COC(=O)c1sccc1NC(=O)CSCCc1ccncc1	-7	-10%	-14%	-1.0	7%	-10	5%	1%
O=[N+]([O-])c1cnc(Nc2ccccc2)nc1Nc1ccccc1	1	-21%	-4%	-0.6	-8%	0.4	-10%	1%
O=C(COC(=O)c1cc(F)cc(F)c1)Nc1cccnc1Cl	2	22%	-1%	1.3	-7%	1.2	-1%	-3%
Nc1n[nH]c2cccc(Cl)c12	-1	-12%	-9%	-0.4	10%	0.9	-9%	5%
COc1cccc(CNC(=O)CCNC(=O)N2CC(=O)Nc3ccccc32)c1	7	6%	1%	-1.0	-3%	-0.4	3%	-4%
CC(C)C(=O)N1CCN(c2nc(-c3ccccc3)c3c(c2C#N)CCCC3)CC1	nt	-12%	-9%	-3.5	15%	-3.8	-5%	15%
Cc1cc(C(=O)COC(=O)CN=C2NS(=O)(=O)c3ccccc32)c(C)n1CCc1ccc(Cl)cc1	-2	-11%	6%	0.2	15%	1.6	-11%	-5%
CCCCc1cc(=O)oc2cc(OCC(=O)NCc3ccccn3)c(Cl)cc12	5	10%	-9%	-3.0	-1%	-0.1	5%	-15%
O=C(N/N=C/c1cccc(O)c1)NC1CCCCC1	6	-17%	-3%	-0.3	-4%	-0.8	-8%	4%
O=C(c1ccc(-n2cncn2)c([N+](=O)[O-])c1)N1CCN(S(=O)(=O)c2c(F)cccc2F)CC1	7	5%	-1%	-5.6	-2%	0.0	0%	1%
CC(=O)N1CCN(c2ccc(Oc3ccc([N+](=O)[O-])c(C(F)(F)F)c3)cc2)CC1	4	-8%	-6%	-0.5	1%	1.3	3%	9%
Cc1c(C(=O)N2CCc3ccccc32)oc2ccccc12	12	8%	-1%	-0.6	6%	-1.2	-8%	0%
Cc1cc(C)cc(-c2nnc(SCC(=O)c3c(N)n(C4CC4)c(=O)[nH]c3=O)o2)c1	-2	19%	-2%	0.2	3%	-4.5	-11%	0%
CC1CCN(C(=O)CN2C(=O)NC3(CCCc4ccccc43)C2=O)CC1 (stereo unspecified)	9	-30%	-11%	-1.1	-6%	-2.0	1%	8%
NC(=O)c1ccc(C(=O)N/N=C(/Cc2ccccc2)c2ccccc2)cc1	1	-6%	0%	0.3	-4%	-1.0	-6%	7%
CCn1cc(C(=O)NCC2CCCO2)c2cc(OC)c(OC)cc2c1=O (stereo unspecified)	7	2%	-2%	0.8	2%	-3.6	8%	-4%
COc1ccc(NC(=S)Nc2cccc(C)n2)cc1	-3	22%	-12%	-0.3	3%	-1.3	-16%	5%
CC1Cc2ccccc2N1C(=O)C1CC(=O)N(c2ccccc2)C1 (stereo unspecified)	3	-3%	-13%	0.6	1%	-0.2	-5%	9%
CN1C(=O)C(=C2CCCCCC2)SC1=S	1	6%	-26%	0.9	4%	-1.3	6%	14%
CCOCCCNC(=O)CCC(=O)NNc1nc2ccccc2c2nc(C)nn12	-4	3%	3%	-1.1	-3%	-0.6	3%	-3%
CC(=O)Nc1ccc(-c2sc(Nc3ccccc3)n[n+]2C)cc1	-12	-16%	1%	-0.6	0%	-2.2	7%	1%
CC(=O)N/N=C(\C)c1ccc2c(c1)OCCO2	-4	1%	3%	-1.7	-3%	-2.5	-2%	-4%
CCCNC(=O)CCn1nc(-c2ccccc2)c2ccccc2c1=O	1	11%	-14%	0.5	12%	-1.7	6%[57.1 µM]	11%
Cc1cc(NC(=O)CSc2nnc(Cc3ccccc3)n2C)no1	-5	-1%	0%	2.7	-2%	-1.0	1%	0%
O=C1CC(C(=O)N2CCOCC2)C2(CCCCC2)O1 (stereo unspecified)	nt	-3%	-1%	0.5	3%	-0.7	-1%	12%
Cc1noc(C)c1CSc1nnc(-c2ccccc2)n1Cc1ccco1	-8	9%	-11%	-3.2	3%	0.1	0%[57.1 µM]	1%
COc1ccc(OC)c(/C=C/C(=O)N2CCN(S(=O)(=O)c3cc(C)ccc3C)CC2)c1	-5	3%	0%	0.1	-2%	2.5	-5%	6%
O=C(NCCOc1ccccc1)c1ccccc1NC(=O)C1CCCO1 (stereo unspecified)	0	5%	-12%	0.5	6%	0.6	-8%	1%
Cc1ccc(N(C(=O)CNC(=O)c2ccco2)C(C(=O)NC2CCCC2)c2cccnc2)cc1C (stereo unspecified)	6	0%	-27%	0.6	0%	-0.5	-1%	8%
CC(=O)c1cccc(CN2CCC(CO)(CCCc3ccccc3)CC2)c1	2	-21%	3%	-0.2	0%	-1.5	-8%	6%
CCOC(=O)c1oc2ccccc2c1COC(=O)CNC(=O)c1ccccc1OC	8	-7%	-11%	-1.1	7%	2.0	-6%	3%
CCN(CC(=O)NCc1ccc(Cl)cc1)C(=O)Cc1ccc(OC)cc1	4	-2%	-5%	0.9	7%	-0.2	-7%	3%
COc1ccc(CC(CC(=O)O)C(=O)Nc2ccc(OC)cc2)cc1 (stereo unspecified)	nt	4%	-2%	-1.6	2%	-1.1	8%	2%
Cc1ccc(S(=O)(=O)N2CCOC2CNC(=O)C(=O)NCc2ccncc2)cc1 (stereo unspecified)	0	7%	2%	-1.2	-4%	-0.2	6%	-6%
Cc1c(NC(=O)c2cccs2)cccc1-c1nc2ccccc2s1	-2	-3%	?	1.5	-15%	-1.4	0%	-4%
O=C(CCSCCC(=O)NN=Cc1ccc(F)cc1)NN=Cc1ccc(F)cc1	3	-9%	-10%	-0.5	-3%	-3.3	-32%	8%
Cc1[nH]nc2nc(SCC(=O)NCC3CCCO3)n(-c3ccc(Br)cc3)c(=N)c12 (stereo unspecified)	3	7%	1%	0.6	13%	0.9	-22%	-3%
C[C@H](CO)N1C[C@H](C)[C@H](CN(C)C(=O)Nc2ccccc2F)OCc2cnnn2CCCC1=O	-4	10%	-2%	-1.0	-4%	-0.8	-1%	6%
CN(C(=O)CSc1ncccc1C(=O)O)c1ccccc1	nt	2%	-2%	1.0	10%	-0.7	-2%	6%
COCCNC(=O)c1ccccc1NC(=O)c1ccccc1N(C)S(=O)(=O)c1ccccc1	-4	-7%	-11%	-1.5	7%	-3.1	-1%	5%

A section taken from the entries so far, as a working copy:
SMILES	PI5P4Ka inh	EPAC1 antagonist	PLK1 PBD inh	IL-2 act	EPAC1 agonist	CCT chaperon mod	WRN helicase inh	EPAC2 ag
CC1Cc2ccccc2N1C(=O)C1CC(=O)N(c2ccccc2)C1 (stereo unspecified)	3	-3%	-13%	0.6	1%	-0.2	-5%	9%
CN1C(=O)C(=C2CCCCCC2)SC1=S	1	6%	-26%	0.9	4%	-1.3	6%	14%
CCOCCCNC(=O)CCC(=O)NNc1nc2ccccc2c2nc(C)nn12	-4	3%	3%	-1.1	-3%	-0.6	3%	-3%
CC(=O)Nc1ccc(-c2sc(Nc3ccccc3)n[n+]2C)cc1	-12	-16%	1%	-0.6	0%	-2.2	7%	1%
